Screening results as filed in PubChem.
GLP1R cytotox: cytotoxicity counter-screen for GLP-1 receptor inverse agonists. HEK293 cAMP-luciferase reporter cells, luminescence, 24 h. Potency, µM (doses to about 38.3 µM), for the others: at the top dose activity change, negative = inhibition, actives largely listed as inhibitors. 410,000 tested, 0.13% active. AID 624418;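 also: loss of luciferase light is scored as toxicity; potency is read from the fitted curve at half-maximal effect; % is scaled to controls: 0 for no effect and ±100 for the full control effect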
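Compound-treated cells are incubated 24 hr at 37 deg C under 5% CO2 after a 12 hour attachment period, then luciferase detection reagent is added and luminescence is measured following 12 min at room temperature; lowered signal indicates toxicity.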
Akt phos inh: inhibitors of Akt phosphorylation; Neuro2A IGF-stimulated pAkt S473 HTRF, 20 min; stronger effect = lower value; activity change, % for hits at 50 µM; 360,000 tested, 0.32% active; in the data active = activity change below about -80%; inconclusive = mostly about -51% to -80%; also: % is scaled to controls: 0 for no effect and ±100 for the full control effect
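Neuro2A cells (4,500/well, DMEM with 0.5% FBS) were treated with compound at a single 50 µM final concentration, stimulated with 6 nM IGF for 20 min at 37 °C, and lysed. Phospho-Akt Ser473 was read by HTRF as 665/615 ratio ×10^4.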
Mm-Cpn inhibitor: blocks the Methanococcus maripaludis chaperonin Mm-Cpn | purified Mm-Cpn ATPase, ADP Transcreener TR-FRET | Potency, µM (titrated, usually from 76.9 µM), for the others: at the highest dose activity, negative = inhibition, most hits filed as inhibitors | AID 504842 | 330,000 tested, 0.031% active; also: potency is read from the fitted curve at half-maximal effect; % is scaled to controls: 0 for no effect and ±100 for the full control effect; nearly all actives have a fitted effect of over 80% in size
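Quantitative HTS used 25 nM Mm-CPN and 10 uM ATP in magnesium/KCl Tris buffer, pH 7.4, with 1 mM DTT. Hydrolysis ran 30 min at 37°C; ADP was read by HTRF.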
TDP43 rescue: rescues yeast growth from TDP-43 toxicity | TDP-43 expressing yeast growth rescue, BacTiter-Glo, 24 h | Potency, µM (doses to about 46.1 µM), without a hit: at the top dose growth rescue (activation), most hits filed as activators | 410,000 tested, 1.8% active | AID 652104; also: potency is read from the fitted curve at half-maximal effect; % of control where 0% means no effect; nearly all actives have a fitted effect of over 50% in size
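Cell-based yeast growth screen: TDP-43 expression induced in galactose, inoculum OD600=0.02 after raffinose pregrowth to mid-log. Read-out BacTiter-Glo luminescence at 24 hr, 30 deg C; inhibition of toxicity seen as signal increase.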
GLP1R inv ag: GLP-1 receptor (human) inverse agonism; 410,000 tested, 1.6% active; AID 624417; HEK293 GLP-1R CRE-luciferase, luminescence, 24 h; GLP-1R form is constitutively active; Potency, µM (series often up to 38.3 µM), without a hit: top-dose activity change, negative = inhibition, hits mostly inhibitors; P43220; also: potency is read from the fitted curve at half-maximal effect; % is scaled to controls: 0 for no effect and ±100 for the full control effect; nearly all actives have a fitted effect of over 55% in size
Target sequence (P43220 whole entry, looked up): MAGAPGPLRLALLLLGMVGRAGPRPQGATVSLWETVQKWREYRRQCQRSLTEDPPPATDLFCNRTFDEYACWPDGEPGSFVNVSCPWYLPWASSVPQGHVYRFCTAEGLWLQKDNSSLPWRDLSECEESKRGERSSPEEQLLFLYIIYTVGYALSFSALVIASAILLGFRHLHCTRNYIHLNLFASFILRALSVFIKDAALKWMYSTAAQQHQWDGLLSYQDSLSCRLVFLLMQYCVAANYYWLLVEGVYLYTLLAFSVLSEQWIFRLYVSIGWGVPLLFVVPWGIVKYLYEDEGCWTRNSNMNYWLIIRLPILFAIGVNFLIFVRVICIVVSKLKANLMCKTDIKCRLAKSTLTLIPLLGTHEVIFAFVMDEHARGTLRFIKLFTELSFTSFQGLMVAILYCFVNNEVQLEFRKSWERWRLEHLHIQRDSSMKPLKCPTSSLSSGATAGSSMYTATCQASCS
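HEK293 cells stably co-expressing constitutively active GLP-1R and a cAMP-responsive luciferase reporter were seeded in DMEM with 10% Nu serum, given compounds after 12 h, and incubated 24 h at 37 deg C. Luminescence was then read.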
FUS suppressor: suppressors of FUS proteinopathy in yeast; 390,000 tested, 0.24% active; AID 1347120; Potency, µM (series often up to 76.6 µM), for inactives: at the highest dose growth rescue (activation), most hits filed as activators; S. cerevisiae FUS-expressing, growth rescue, OD600, 24 h;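 also: potency is read from the fitted curve at half-maximal effect; plate controls were DMSO vehicle for no effect and reference control for full effect; nearly all actives have a fitted effect of over 55% in size; some results filed as inactive show a strong effect at the top dose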
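S. cerevisiae expressing FUS from galactose induction served as the toxicity model. Growth after 24hr at 30C, read as absorbance at 600 nm, indicates suppression of toxicity; compounds dosed at several concentrations.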
aSyn rescue: alpha-synuclein toxicity inhibition in yeast; Potency, µM (top dose mostly 46.1 µM), inactives show at the highest dose growth rescue (activation), hits mostly activators; Yeast expressing alpha-synuclein, growth rescue, BacTiter-Glo, 24 h; 370,000 tested, 0.14% active; also: potency is read from the fitted curve at half-maximal effect; % of control where 0% means no effect; nearly all actives have a fitted effect of over 65% in size
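Screening used galactose-induced yeast with toxic alpha-synuclein levels, exposed to compound for 24 hr at 30 deg C. Cell growth, read with BacTiter-Glo luminescence, gave the measured signal.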
Abeta yeast res: A-beta toxicity reversal in yeast; yeast expressing A-beta42, growth rescue, OD600, 48 h; response scale: 0% DMSO, 100% iron-clioquinol control; 410,000 tested, 0.063% active; Potency, µM (titrated, usually from 46.1 µM), inactives show top-dose growth rescue, most hits filed as activators; also: potency is read from the fitted curve at half-maximal effect; nearly all actives have a fitted effect of over 55% in size
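Growth rescue measured by 600 nm absorbance after 48 h yeast culture at 30 C with compound. Values normalized between DMSO and an equimolar ferric chloride plus clioquinol control.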
PTHR1 agonist: PTHR1 (human) receptor agonism | Q03431 | HEK293 GP2 PTHR1 cells, GloSensor cAMP luminescence, 1 h | Potency, µM (series often up to 115 µM), for the others: top-dose activation, usual class: activators | 410,000 tested, 0.075% active | AID 743266; also: potency is read from the fitted curve at half-maximal effect; nearly all actives have a fitted effect of over 55% in size; some results filed as inactive show a strong effect at the top dose; inactives centre near -15; many of its hits are not listed in these tables
Target sequence (Q03431 whole entry, looked up): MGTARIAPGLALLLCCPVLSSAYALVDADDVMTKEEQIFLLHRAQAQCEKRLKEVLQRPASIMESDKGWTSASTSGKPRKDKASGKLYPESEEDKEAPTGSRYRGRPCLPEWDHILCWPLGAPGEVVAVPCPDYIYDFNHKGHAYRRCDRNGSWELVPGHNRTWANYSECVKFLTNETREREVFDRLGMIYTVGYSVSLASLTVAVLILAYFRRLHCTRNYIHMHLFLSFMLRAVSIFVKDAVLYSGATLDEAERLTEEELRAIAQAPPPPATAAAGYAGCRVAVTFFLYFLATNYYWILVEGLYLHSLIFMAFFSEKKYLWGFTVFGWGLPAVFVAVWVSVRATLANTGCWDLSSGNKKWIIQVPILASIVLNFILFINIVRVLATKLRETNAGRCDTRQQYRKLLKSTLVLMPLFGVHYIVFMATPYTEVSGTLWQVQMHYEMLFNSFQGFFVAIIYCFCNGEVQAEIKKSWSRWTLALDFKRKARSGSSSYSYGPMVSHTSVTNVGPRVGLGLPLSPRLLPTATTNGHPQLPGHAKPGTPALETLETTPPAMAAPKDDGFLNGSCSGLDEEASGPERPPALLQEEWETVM
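HEK-293-derived GP2 cells expressing PTHR1 and a GloSensor cAMP reporter, 3,000/well, plated overnight, given luciferin plus IBMX (each 0.5 mM as added) for 1 h at 37 °C, then compound for 1 h at 37 °C. Luminescence was read after 15 min at room temperature.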
* marks the source's active call; other numbers are inactive results; i = inactive; ? = inconclusive; · = no result given; [ ] = another dose, or the depositor's remark. Unless noted, calls follow the shape of the dose curve; as a rule, active = well fitted curve in the direction sought with a large enough effect; inconclusive = small, poorly fitted or top-dose-only effect, or another doubt; inactive = no such curve, though single readings can be large; an effect the other way counts as inactive or inconclusive. Only part of the results is shown; rates above refer to the full screens.

Fields – FUS suppressor, aSyn rescue, PTHR1 agonist, Abeta yeast res, Akt phos inh, TDP43 rescue, GLP1R cytotox, Mm-Cpn inhibitor, GLP1R inv ag
Cc1ccccc1C(=O)Oc1ccc(-c2csnn2)cc1
    -24.5%, 1.7%, i, -9.9%, i, 7.9%, 5.8%, -0.3%, 7.1%
O=C(CN1CCN(CC(=O)Nc2ccccc2Cl)CC1)Nc1ccc2c(c1)OCCO2
    4.7%, -7.1%, -10.3%, 0.3%, i, -20.6%, -32.0%, 1.7%, ?
Cc1c(C(=O)OCCOc2ccccc2)[nH]c2c1C(=O)CC(c1ccccc1Cl)C2 (stereo not drawn)
    -3.4%, ·, -21.5%, -4.0%, ·, 4.9%, ?, ·, ?
CCc1ccc(C(=O)/C=C/c2ccc([N+](=O)[O-])o2)cc1
    14.6%, 8.1%, -13.6%[57.5 µM], -55.8%[inhibitor], i, ?, -21.6%, -14.4%, 5.4%
COc1ccc(C2=NS(=O)(=O)N(C)C(C(=O)N3CCOCC3)=C2)cc1
    5.8%, -7.5%, i, -4.0%, i, 9.7%, 0.8%, 0.8%, -4.3%
CC(=O)NCC1CCCN(C(=O)c2ccc(OC3CCN(Cc4ccccn4)CC3)cc2)C1 (stereo not drawn)
    2.1%, 1.9%, -13.4%, 13.0%, i, 1.9%, 3.6%, 1.1%, -3.8%
CCc1ccc(NC(=O)CN2C(=O)CCSc3ccccc32)cc1
    -9.8%, 1.8%, i, -3.9%, ·, 0.0%, -14.8%, ·, 3.0%
CC(NC(=O)/C(C#N)=C/c1ccco1)c1ccccc1 (stereo not drawn)
    -7.4%, -4.1%, i, -4.3%, i, -18.6%, 0.7%, -0.8%, 1.9%
CCCCNC(=O)c1ccc2c(c1)NC(=O)C(CS(=O)(=O)Cc1ccc(C)cc1)N2 (stereo not drawn)
    -16.8%, ·, i, -9.3%, ·, 0.0%, -3.0%, ·, -3.1%
O=C1CSC(=Nc2ccc(Cl)cc2)N1Cc1cccnc1
    -0.6%, -5.0%, -4.8%, 3.7%, i, 22.8%, 14.3%, -5.2%, 33.3%[activator]
CCOc1cccc(Cc2c[nH]c(=O)[nH]c2=O)c1
    -4.7%, -7.9%, -6.2%, 10.6%, i, -5.4%, 5.1%, ·, 25.8%
COCCCN(CC(=O)O)S(=O)(=O)c1ccccc1
    -8.1%, -3.4%, i, -12.4%, i, -13.0%[0.397 µM], 5.4%, -2.2%, 62.8%[activator]
COc1ccc(CN2C(=O)NC(C)(c3ccc(C)cc3)C2=O)cc1F (stereo not drawn)
    -7.1%, 6.0%, i, 16.8%, i, -14.3%, 6.4%, 0.4%, ?
COc1ccc(CCNC(=O)CSc2nc(O)c(CC(C)C)c(=O)[nH]2)cc1OC
    -19.0%, 4.7%, i, -6.1%[9.22 µM], i, 4.5%, 0.3%, 0.7%, 4.1%
Cc1ccc2c(=O)cc(C(=O)Nc3sc4c(c3C(=O)NCC3CCCO3)CCC4)oc2c1 (stereo not drawn)
    21.5%, ·, i, -0.2%, ·, ?, 9.2%, ·, 6.0%
Cc1ccc(CNC(=O)c2sc3ncnc(N(C)C4CCCCC4)c3c2C)cc1
    18.5%, ·, -3.6%, -25.8%, ·, ?, 2.3%, ·, ?
Cc1ccc(NC(=O)CN2C(=O)NC(C)(C)C2=O)cc1S(=O)(=O)N1CCCCCC1
    23.6%, -5.9%, -17.4%, 11.8%, i, -16.1%, 1.2%, 0.0%, 39.6%[activator]
COc1ccccc1N1CCN(C(=O)c2cnc(N3CCCCC3)c3ccccc23)CC1
    31.2%, ·, -13.1%, -0.7%, ·, 0.0%, ?, ·, 3.55µM*
CC(=O)N(CCC(c1ccco1)C(C)C)Cc1ccc(OC(C)C)cc1 (stereo not drawn)
    29.3%, 13.4%, -9.6%, 14.0%, i, 24.9%, 0.3%, 0.7%, ?
Cc1c(C(=O)NC2CC(=O)N(c3ccc4c(c3)OCCO4)C2)cccc1[N+](=O)[O-] (stereo not drawn)
    22.2%, 1.0%, i, -3.2%, i, -25.1%, -1.6%, -1.0%, 3.9%
c1cnc2c(OCc3nc4ccccc4[nH]3)cccc2c1
    -6.2%, -11.5%, -57.5%[inhibitor][57.5 µM], 1.4%, i, -15.1%, -7.0%, -1.9%, 0.0%
COc1ccc(NS(=O)(=O)c2cccc(C(=O)NNC(=O)c3ccc(Br)o3)c2)cc1
    -0.4%, 0.6%, i, 6.3%, i, -2.2%, -12.3%, -10.5%, -20.4%
COc1ccc(N2CCN(C(C)C(=O)Nc3nnc(C)s3)CC2)cc1 (stereo not drawn)
    -6.5%, 1.1%, i, -4.2%, i, -4.6%, 1.8%, -0.3%, 2.4%
C[C@H](NC(=O)C1CCN(S(=O)(=O)c2ccccc2)CC1)C(=O)NCc1cccc(Cl)c1
    3.4%, -1.1%, -4.9%, 8.5%, i, -5.1%, -8.0%, 3.6%, 19.2%
CCn1nc(C)c(C2C(C#N)=C(N)OC3=C2C(=O)CC(C)(C)C3)c1C (stereo not drawn)
    10.7%, -0.9%, -19.0%, 6.5%, i, -16.6%, 11.0%[1.53 µM], 1.2%, 15.3%
C=CCN1C(c2ccc(Br)cc2)=CS/C1=C(\C#N)c1nnc(N2CCOCC2)n1-c1ccccc1
    ?, 0.1%, -25.3%, 5.2%, i, 3.2%, -24.8%, ·, 7.08µM*
CN1CCN(C(=S)C(=O)Nc2ccc(Br)cc2)CC1
    18.9%, -2.2%, -18.3%, 2.0%, i, 1.8%, 22.1%, 2.8%, 8.1%
COc1ccc(C(C)C)cc1S(=O)(=O)N1CCC(C(=O)N2CCN(C)CC2)CC1
    13.1%, -4.5%, i, -15.0%, i, -9.5%, 11.6%, -0.3%, -10.1%
CCc1cc2ccc(C)c(C)c2nc1SCC(=O)Nc1cc(C)on1
    15.3%, -2.8%, 23.5%, -13.3%, i, -14.4%, 4.8%, -0.3%, 5.2%
CCN(CC)S(=O)(=O)c1ccc(NC(=O)CSc2ncnc3ccccc23)cc1
    ?, 9.1%, i, -15.0%, i, ?, -9.5%, -4.4%, ?
O=S(=O)(c1ccc2c(c1)OCCO2)N1CCCN(S(=O)(=O)c2c(F)cccc2F)CC1
    41.4%, ·, -44.9%, 4.3%, ·, ·, ·, -1.0%, ·
O=C(O)/C=C\C(=O)Nc1ccc(N2CCN(c3ccc(Cl)c(Cl)c3)CC2)cc1
    29.7%, -12.4%, -20.5%, -39.0%[inhibitor], i, -2.2%, -26.2%, 0.5%, -57.4%
CN(CC(=O)Nc1ccc(F)cc1)C(=O)CCc1ccccc1
    -1.1%, 8.1%, i, 2.3%, i, 1.8%, 1.5%, ?, 5.2%
CCOc1ccc(C(C)=O)cc1CN1C(=O)c2ccccc2S1(=O)=O
    23.4%, 15.0%, i, -8.8%, i, -12.4%, 11.2%, -2.0%, 6.1%
O=C(Nc1cccc(-n2cnnn2)c1)c1ccco1
    12.1%, -7.7%, -45.2%[inhibitor], 7.5%, i, -2.4%, -9.4%, -6.3%, -0.6%
CCN(CC)CCOC(=O)C1(c2ccccc2)CCOCC1
    5.3%, -4.8%, i, 3.5%, i, -12.1%, 4.1%, 1.2%, -15.8%
Cc1csc(N(C(=O)Cc2ccccc2F)c2ccccc2)n1
    4.3%, 1.6%, i, 16.3%, i, 28.8%, 7.0%, -0.3%, ?
COc1cccc(/C=C/c2ccccn2)c1O
    -4.9%, 0.4%, -66.1%[inhibitor], 1.5%, i, 20.5%, 5.3%, -2.7%, -23.8%
Cc1ccc(Nc2nc(C)cc(C)n2)c(Br)c1
    0.1%, -3.0%, -9.2%[57.5 µM], 2.9%, i, 10µM*, 6.0%, 0.5%, 10.5%
CCn1cc(Br)c(C(=O)Nc2nccs2)n1
    ·, -0.8%, -10.0%, 4.6%, i, 6.0%, 9.1%, 0.4%, 0.0%
Cc1ccc(-c2nn(CC(=O)NC3CCCC3)c3c2cnc2ccccc23)cc1
    -9.1%, ·, i, -10.5%, ·, 15.6%, -5.3%, ·, 12.3%
C=CCc1ccccc1OCCCCN1CCCC1
    -4.6%, 0.2%, i, 2.4%, i, -7.6%, -10.3%, 1.1%, ?
CCCc1ccc(C(=O)NNc2ccc(F)cc2)cc1
    -1.5%, 10.1%, -11.5%, 34.3%, i, -2.2%[1.82 µM], -23.7%, -2.8%, ?
CC(C)(C)C(=O)NCc1ccc(C(=O)CSc2nnc(-c3ccncc3)n2C2CC2)s1
    6.3%, 2.0%, i, 13.5%, i, 12.7%, -1.3%, -5.2%, 3.6%
Cc1ccc(-n2c(C)nnc2SC(C)C(=O)N2CCCC2)cc1 (stereo not drawn)
    -10.6%, 0.1%, i, 11.4%, i, 18.5%, ?, 2.1%, -2.6%
C=C1CCN([C@@H](Cc2ccccc2)C(=O)NCCC(C)C)S(=O)(=O)c2ccccc21
    28.2%, 2.0%, i, 0.4%, i, 4.8%, 8.1%, ·, ?
CCC(NC(=O)N(Cc1ccccc1)Cc1ccc2c(c1)OCO2)(C(F)(F)F)C(F)(F)F
    11.4%, 0.4%, i, 14.5%, i, 9.2%, 4.3%, 1.3%, -3.7%
O=S1(=O)CC(N2CCN(CC3CC3)CC2)CN1Cc1ccc(F)cc1 (stereo not drawn)
    -16.9%, -0.4%, -20.9%, -16.4%, i, 12.7%, 8.3%, ·, ?
CCNC(=O)CN(c1ccc(CC)cc1)S(C)(=O)=O
    -0.6%, -5.8%, i, 2.8%, i, 4.7%, 7.5%, -0.3%, 37.0%[activator]
